Compound activity as filed in PubChem BioAssay.
hK5 inh – human KLK5 protease inhibitors, primary screen, biochemical, 1536-well; inhibition, % at 5 µM; recombinant hK5, fluorogenic AMC substrate cleavage; 210,000 tested, 0.59% active;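 active means inhibition of 40% or more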;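 further: 0% = enzyme controls without compound and 100% = no-enzyme blanks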
Target sequence (Q9Y337 67-293 limits assumed): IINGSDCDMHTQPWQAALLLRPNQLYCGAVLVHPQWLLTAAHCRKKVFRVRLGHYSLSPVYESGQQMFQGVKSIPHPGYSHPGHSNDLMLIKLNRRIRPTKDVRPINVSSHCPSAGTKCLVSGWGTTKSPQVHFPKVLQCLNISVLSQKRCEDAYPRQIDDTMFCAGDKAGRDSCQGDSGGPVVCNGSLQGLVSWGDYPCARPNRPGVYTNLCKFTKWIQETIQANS
p97 inhibitor – inhibitors of human p97 ATPase, primary screen, biochemical. recombinant p97 ATPase, Kinase-Glo ATP luminescence, 3 h. AID 1481, 2009. inhibition, % at 8 µM. 220,000 tested, 0.42% active. Transitional endoplasmic reticulum ATPase (Homo sapiens), P55072; in the data active means inhibition above about 15%;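 further: 0% = DMSO vehicle and 100% = wells lacking enzyme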
Target sequence (P55072 whole entry, looked up): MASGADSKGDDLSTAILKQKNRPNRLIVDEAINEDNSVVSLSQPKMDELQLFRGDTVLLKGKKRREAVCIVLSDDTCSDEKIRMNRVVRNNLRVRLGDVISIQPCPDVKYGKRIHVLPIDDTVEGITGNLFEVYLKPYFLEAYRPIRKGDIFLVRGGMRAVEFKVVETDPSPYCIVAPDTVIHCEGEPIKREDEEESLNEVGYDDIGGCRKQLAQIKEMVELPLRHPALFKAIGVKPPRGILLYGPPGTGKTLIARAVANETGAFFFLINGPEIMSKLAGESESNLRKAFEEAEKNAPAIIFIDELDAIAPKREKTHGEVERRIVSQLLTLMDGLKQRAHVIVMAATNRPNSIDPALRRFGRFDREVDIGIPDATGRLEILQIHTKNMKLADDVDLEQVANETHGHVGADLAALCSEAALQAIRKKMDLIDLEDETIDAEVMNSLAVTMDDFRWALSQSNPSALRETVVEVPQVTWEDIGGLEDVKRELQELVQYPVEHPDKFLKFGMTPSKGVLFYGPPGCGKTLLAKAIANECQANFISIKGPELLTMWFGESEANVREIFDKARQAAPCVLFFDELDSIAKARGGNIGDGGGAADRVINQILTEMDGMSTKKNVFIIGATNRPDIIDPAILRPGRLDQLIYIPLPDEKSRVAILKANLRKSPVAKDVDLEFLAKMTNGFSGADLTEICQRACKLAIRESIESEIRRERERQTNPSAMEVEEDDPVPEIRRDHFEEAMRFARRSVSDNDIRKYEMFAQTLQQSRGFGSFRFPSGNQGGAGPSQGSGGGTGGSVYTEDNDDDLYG
Furin inhibitor – human furin inhibitors, primary screen, biochemical, fluorescence intensity. P09958. purified furin, fluorogenic substrate cleavage. inhibition, % at 30 µM. 220,000 tested, 0.061% active. AID 463115, 2010; in the data active means inhibition above about 25%; further: inactives centre near -15
FXIa inh – human FXIa protease inhibitors, primary screen, biochemical, 1536-well; Coagulation factor XI (Homo sapiens), P03951; inhibition, % at 5 µM; purified FXIa, Boc-Glu-Ala-Arg-AMC fluorogenic substrate; 220,000 tested, 0.14% active;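 active means inhibition of at least 40%; inactive means inhibition below 40%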;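 further: fluorescence of freed AMC excited at 355 nm; 0% = enzyme without compound and 100% = no enzyme blank; many of its hits are not listed in these tables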
Cl transport mod – KCC2 cotransporter modulators, thallium flux, primary screen, cell-based, HEK293 KCC2, FluoZin-2 fluorescence, MLSMR | AID 1456, 2008 | Solute carrier family 12 member 5 (Homo sapiens), Q9H2X9 | 190,000 tested, 2.2% active | B-score of Tl+ flux slope (higher = more flux/activation; lower = inhibition) at 10 µM | KCC2 cells, thallium flux FluoZin-2 fluorescence;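 active means thallium flux slope and its plate-corrected score both differing from the plate sample mean at a set confidence after two filtering rounds, in either direction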;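 further: slope of fluorescence scaled to starting intensity during 10 to 20 s after thallium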
thrombin 1536 – human alpha-thrombin inhibitors, primary screen, counter-screen for coagulation protease inhibitor project, biochemical, 1536-well, fluorogenic AMC substrate; inhibition, % at 5 µM; 220,000 tested, 0.26% active; AID 1046, 2008; Prothrombin (Homo sapiens), P00734; Boc-VPR-AMC fluorogenic substrate cleavage;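 active means inhibition at or above 40%; inactive means inhibition below 40%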;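 further: 0% = enzyme with no compound and 100% = wells without enzyme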
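signal = AMC fluorescence, 355/460 nm | material = human alpha-thrombin enzyme | control set = enzyme without compound as high, wells lacking enzyme as low | times = reaction at room temperature | read-out basis = percent inhibition scaled between no-compound controls and no-enzyme blanks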
FXIIa inh – human FXIIa protease inhibitors, primary screen, biochemical, 1536-well | inhibition, % at 5 µM | 220,000 tested, 0.3% active | Coagulation factor XII (Homo sapiens), P00748 | purified FXIIa, Boc-QGR-AMC fluorogenic substrate, 2 h; in the data active means inhibition above about 40%;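 further: 0% = enzyme with no compound and 100% = blank without enzyme; many of its hits are not listed in these tables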
PERK inhibitor – block of dimerizer-induced PERK translation repression, primary screen, PERK inhibitor project, CHO PERK-DD cells, SEAP luminescence, HTS; CHO PERK-DD fusion, SEAP luminescence translation reporter; inhibition, % at 5.6 µM; 220,000 tested, 0.17% active; AID 1416, 2008;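 active means inhibition above the mean inhibition of all tested compounds plus 3 SD, set separately per screening campaign, cut at about 2.9% in these data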;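 further: PERK kinase domain activated by AP20187 dimerizer at 100 nM; 0% = DMSO with dimerizer and 100% = rapamycin at 8.4 µM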
Wee1 stabilizer – Wee1 degradation inhibitors, primary screen, cell-based, HeLa, Wee1K328M-luciferase, luminescence. Wee1-like protein kinase (Homo sapiens), P30291. HeLa Luc-Wee1K328M stability; 100% = proteasome inhibitor MG132 effect. reporter increase, % at 5 µM. 220,000 tested, 1.2% active. AID 1321, 2008;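 active means activation above the mean of all tested compounds plus 3 SD, set per screening run, cut at about 8.8% in these data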;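 further: cells exposed to compound for 20 h before luminescence read; 0% = DMSO alone and 100% = MG132 at 30 µM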
Active calls of the source: *; / = not tested or not shown; [ ] = another dose, or the depositor's remark.

SMILES	hK5 inh	p97 inhibitor	Furin inhibitor	FXIa inh	Cl transport mod	thrombin 1536	FXIIa inh	PERK inhibitor	Wee1 stabilizer
O=C(CSc1ccc2ccccc2c1)Nc1ccc(S(=O)(=O)Nc2nccs2)cc1	-19	-4	-1	-9	0.038	-8	-5	0.1	-1
CS(=O)(=O)N(CC(=O)Nc1cccc(Cl)c1)c1ccccc1Cl	-1	-7	0[20 µM]	10	1.2	5	21	-0.2	-3
O=C(CSc1cccc2cccc(Cl)c12)NCc1cccs1	-14	9	-7	8	-1.6	4	10	0.8	0
C#CCN(C)Cc1ccccc1	11	-2	-12	4	-0.56	9	18	0.8	4
CC(=O)NC(=S)Nc1ccc(S(=O)(=O)Nc2ncccn2)cc1	5	-1	-26	-10	1.2	-4	4	1.2	0
Cc1cc(C)c2c(n1)sc1c(N3CCOCC3)ncnc12	/	2	-23[20 µM]	/	/	/	/	-0.3	2
COc1ccc(NC(=S)N2CCN(CCN=CC3=C(O)CC(c4ccccc4)CC3=O)CC2)cc1 (stereo unspecified)	-19	0	0	3	-0.064	-5	0	-0.3	2
C=C(C)CSc1nc2sc3c(c2c(=O)n1C1CCCCC1)CCN(C)C3	-2	7	-14	-3	-0.27	-6	-2	-0.5	4
CC(C)c1ccc(CN(C(=O)/C=C/c2ccco2)C2CCS(=O)(=O)C2)cc1 (stereo unspecified)	-7	8	-10	-5	-0.86	-5	0	-1.2	2
NC(=S)N/N=C/c1cccc(/C=N/NC(N)=S)c1	-1	7	-14	-3	-0.025	-5	1	2.0	-2

Copied from the list:
p97 inhibitor with `O=C(CSc1cccc2cccc(Cl)c12)NCc1cccs1` stands at 9
p97 inhibitor with `C=C(C)CSc1nc2sc3c(c2c(=O)n1C1CCCCC1)CCN(C)C3` stands at 7
Furin inhibitor with `C#CCN(C)Cc1ccccc1` stands at -12
Furin inhibitor with `COc1ccc(NC(=S)N2CCN(CCN=CC3=C(O)CC(c4ccccc4)CC3=O)CC2)cc1` (stereo unspecified) stands at 0
FXIIa inh with `CC(C)c1ccc(CN(C(=O)/C=C/c2ccco2)C2CCS(=O)(=O)C2)cc1` (stereo unspecified) stands at 0
FXIIa inh with `NC(=S)N/N=C/c1cccc(/C=N/NC(N)=S)c1` stands at 1

Continuation.
SMILES	hK5 inh	p97 inhibitor	Furin inhibitor	FXIa inh	Cl transport mod	thrombin 1536	FXIIa inh	PERK inhibitor	Wee1 stabilizer
COc1cccc(CNC(=O)CSc2ccc(-c3ccccn3)nn2)c1	-1	-1	-26	-1	-0.0015	-3	8	0.1	-2
CCc1cccc(CC)c1NC(=O)CSc1nc2ccc(N3C(=O)C4C5C=CC(C5)C4C3=O)cc2s1 (stereo unspecified)	-7	4	1[20 µM]	-1	0.042	-4	12	-0.8	-2
CCN(CC)c1ccc([N+](=O)[O-])cc1C(=O)N1CCOCC1	-1	-4	-8	-3	1.6	3	4	-1.0	-3
COc1ccc(C(=O)NC(=S)Nc2ccccc2[N+](=O)[O-])cc1OC	-5	1	-18	-1	1.2	-5	13	0.2	-1
C=C(C)C1Cc2c(C)nn(-c3nc(C)cc(C)n3)c2C1 (stereo unspecified)	6	-1	-17[20 µM]	9	-0.98	4	20	-0.3	-1
Cc1ccnc2nc(C(=O)OCCOc3cccc(Br)c3)nn12	-3	6	-34	10	/	6	26	1.0	-2
CC(C)(C)n1nc2c(c1NC(=O)Cc1ccccc1)CS(=O)(=O)C2	-8	10	-17	-3	0.36	-10	4	1.8	-1
Cc1ccc(C)c(OCCCCn2ccnc2)c1	3	-4	-9[20 µM]	1	-1.2	0	15	-0.8	0
CCN(CC)c1ccc(NC(=O)c2cccc(C)c2)cc1S(=O)(=O)Nc1ccccc1OC	-24	6	-15	-1	-0.2	-7	5	-0.3	3
Cc1ccc(CONC(=O)/N=C/N(C)C)cc1	-27	1	-17[20 µM]	-19	0.5	-2	15	1.0	-2

3 entries already listed, ordered by molecular weight, descending:
SMILES	hK5 inh	p97 inhibitor	Furin inhibitor	FXIa inh	Cl transport mod	thrombin 1536	FXIIa inh	PERK inhibitor	Wee1 stabilizer
COc1ccc(NC(=S)N2CCN(CCN=CC3=C(O)CC(c4ccccc4)CC3=O)CC2)cc1 (stereo unspecified)	-19	0	0	3	-0.064	-5	0	-0.3	2
COc1cccc(CNC(=O)CSc2ccc(-c3ccccn3)nn2)c1	-1	-1	-26	-1	-0.0015	-3	8	0.1	-2
CC(=O)NC(=S)Nc1ccc(S(=O)(=O)Nc2ncccn2)cc1	5	-1	-26	-10	1.2	-4	4	1.2	0

(listing goes on)
SMILES	hK5 inh	p97 inhibitor	Furin inhibitor	FXIa inh	Cl transport mod	thrombin 1536	FXIIa inh	PERK inhibitor	Wee1 stabilizer
COc1ccc(-c2nnc(SCC#CCO)o2)cc1OC	2	-4	-12	-1	0.77	-3	11	0.8	1
CN(C)CCCNCCCNC(=O)c1ccccn1	0	-1	4	3	0.3	-4	1	-1.4	-2
C1COCCNCCOCCOCCN1	0	0	-17[20 µM]	-1	/	1	7	0.9	-3
COc1cc(C(=O)NNC(=S)NC(=O)c2ccc3c(c2)OCO3)cc(OC)c1OC	-21	-4	-17	-4	2.6	-10	2	-0.7	0
Nc1n[nH]c(CO)n1	-4	2	-28	8	0.19	5	8	2.0	2
CC(=O)Nc1cc(C(=O)NCc2ccco2)ccc1Sc1ccc(F)cc1	-1	9	-2	5	0.61	-4	15	0.2	4
CC(C)NC(=O)CN1CCN(Cc2nc(C(c3ccccc3)c3ccccc3)no2)CC1	-3	0	-32	-3	-0.34	-10	3	1.5	0
CCOC(=O)Cn1c(N)c(C(=O)OC)sc1=S	4	5	-8	-14	/	-1	13	0.2	-3
CCOc1ccccc1N(CC(=O)NC1CCCC1)C(=O)CCC(=O)Nc1cc(C)on1	-8	-3	-23	-4	-1.4	-3	12	-0.1	0
C=CCSC1=N/C(=C\c2ccc(C)o2)C(=O)S1	-17	3	6[20 µM]	-8	/	-6	-2	0.9	1
COc1ccc2[nH]c(=O)c(CN(Cc3ccco3)Cc3nnnn3Cc3ccccc3)cc2c1	-19	-7	-5	-6	0.042	2	-1	-0.1	0
CCOc1ccc(CCNC(=O)c2cc3sc(Cl)cc3n2C)cc1OCC	-21	3	-20[20 µM]	-3	0.23	-15	-12	0.2	0
S=C(NC1CCCCC1)N(CCc1ccccc1)CCc1ccccc1	-5	4	-6	-2	-0.76	-12	3	0.3	5
C/C=C(/C)C(=O)Nc1cccc(C2=NOC3(C2)C[C@@H](C(N)=O)N(C(=O)CC)C3)c1 (stereo partly specified)	4	/	-31	4	-0.67	3	12	/	/
O=C(NN1C(=O)C2C3C=CC(C3)C2C1=O)c1ccccc1 (stereo unspecified)	0	0	-29	-2	/	-4	9	0.6	1
COc1ccc(CCNC(=O)c2c(O)c3c([nH]c2=O)CCCC3)cc1OC	/	2	-38	/	/	/	/	-0.5	-1
CCC1=NN(C(=O)c2ccc(Br)cc2)C(O)(c2ccccc2)C1 (stereo unspecified)	-8	3	-9	9	1.5	0	14	0.9	6
Cc1ccc(-c2n[nH]c(=S)n2Cc2ccccc2)cc1	-2	-2	-8[20 µM]	-3	/	-2	3	2.0	3
NC(=O)C1CCCN(C(=S)Nc2ccccc2)C1 (stereo unspecified)	-11	8	-20	-36	-0.092	1	14	0.9	-2
Nc1nc2n(n1)C(c1ccccc1Cl)CC(c1ccc(F)cc1)N2 (stereo unspecified)	-9	2	-21	-7	-0.44	-3	6	0.1	-3
Cc1cc(N2CCCCCC2)nc2ccc(F)cc12	/	-5	-5[20 µM]	/	0.31	/	/	0.1	1
COc1ccc(C(=O)NCC(=O)N2CCCCC2)cc1OC	-17	1	-11	5	0.42	-2	0	-0.4	-2
Cc1cccc(Cn2cnc3c(N)c(C)c(C)cc32)c1	-1	1	-13	-2	-0.065	-4	6	0.5	-1
COc1ccc(NC(=O)CCn2cccc2)cc1	-8	-3	-7	2	/	-5	6	1.7	-4
CCCCSc1nnc([C@@H](NC(=O)OC(C)(C)C)C(C)C)o1	-1	-1	-5	3	-0.66	-4	17	-1.2	-1
Cc1c(NC(=O)CN2CCN(c3ccccc3)CC2)c(=O)n(-c2ccccc2)n1C	4	6	-21[20 µM]	-13	0.21	-4	-8	1.1	5
Cc1c(O)ccc(C(=O)COc2ccccc2F)c1O	-1	-1	-17	-5	/	-7	-6	0.3	2
CCC(=O)OCc1c(C(F)(F)F)nn(C)c1Oc1cccc(C(F)(F)F)c1	1	-1	-13[20 µM]	3	-1.6	-2	12	0.8	0
CC(=O)SCC(=O)N=c1sc2cc(F)ccc2n1C	-3	5	-10[20 µM]	-6	/	-4	-3	0.0	0
O=C1C2C3C=CC(CO)(O3)C2C(=O)N1c1ccccc1-c1ccccc1 (stereo unspecified)	-2	2	-15	5	0.15	2	18	0.1	0
CCc1ccc2nc3sc(C(=O)Nc4nnc(CC)s4)c(N)c3cc2c1	0	2	-14[20 µM]	-7	-4.3*	-5	-9	0.8	0
NS(=O)(=O)c1ccc(CCNC(=O)CCCCCn2c(=S)[nH]c3ccc(Br)cc3c2=O)cc1	-6	1	-27	-9	1.2	-25	1	0.4	-2
Cc1cc(C)nc(-n2nc(C)cc2NC(=O)C(C)C)n1	-16	0	-25	1	-0.044	0	7	0.0	0
Fc1ccc(-c2cnc[nH]2)cc1	2	9	-11[20 µM]	-4	-1.5	0	8	0.7	2
CCn1c(SCC(N)=O)nc2c(c1=O)C1(CCCC1)Cc1ccccc1-2	-6	-1	-12[20 µM]	3	3.6*	4	12	-0.9	1
CC#CC[N+](C)(C)CCCCCCCCCCCC	6	1	-20	-1	1.3	-10	7	-0.2	0
Cc1noc(C)c1C(=O)Nc1c(F)cc(F)cc1Br	-20	4	-1[20 µM]	-3	1.6	2	8	-0.2	3
Cc1ccc(SCc2noc(-c3c(C)noc3C)n2)cc1	2	2	-25	2	0.42	-1	9	0.1	2
COc1ccc(C2c3c(-c4ccccc4O)n[nH]c3C(=O)N2Cc2ccco2)cc1OC (stereo unspecified)	0	5	-12	0	0.21	-1	11	-1.3	2
O=C1CC(c2ccc(Cl)c(Cl)c2)CC(O)=C1C=NCCN1CCNCC1 (stereo unspecified)	5	4	-21	-10	-0.17	-4	8	0.5	-1

Limited to PERK inhibitor, for 2 of the compounds above:
Molecule,PERK inhibitor
NS(=O)(=O)c1ccc(CCNC(=O)CCCCCn2c(=S)[nH]c3ccc(Br)cc3c2=O)cc1,0.4
Cc1cc(C)nc(-n2nc(C)cc2NC(=O)C(C)C)n1,0.0
